Screening data (PubChem BioAssay)
TPT1 inh = Candida albicans TPT1 enzyme inhibitors, primary screen, biochemical, fluorescence polarization; tRNA 2'-phosphotransferase TPT1 (Candida albicans SC5314); inhibition, % at 5 µM; hit rate 0.81% among 300,000; AID 1962, 2009; recombinant caTPT1, FP RNA substrate dephosphorylation;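 active means inhibition above the mean of all tested compounds plus 3 SD, set per screening campaign, cut at about 24% in these data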;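 further: plate controls were DMSO alone for no effect and ferristatin control at 100 nM for full effect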
core dimer inh = inhibitors of HCV core protein dimerization, primary screen, biochemical, TR-FRET, high-throughput; TR-FRET GST/Flag-core106 dimerization, 1536-well; inhibition, % at 5 µM; hit rate 0.33% among 300,000;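 active means inhibition above the mean of all tested compounds plus 3 SD, set per screening campaign, cut at about 45% in these data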
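test system = GST/Flag-tagged HCV core106 proteins | probe or stimulus = Eu donor and XL665 acceptor anti-tag antibodies | times = compound-protein-antibody incubation 4 h at 22.5 °C | signal = TR-FRET, excitation 340 nm, emission 617 and 671 nm | measure = percent inhibition of core106 dimerization signal | controls = wells lacking GST-core106 and wells with excess unlabelled core106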
AHR act = AHR activators, primary screen, cell-based, luminescence, luciferase reporter, human; AHR-responsive luciferase reporter cells; activation, % at 5 µM; hit rate 2.5% among 320,000; AID 2796, 2010; in the data active means activation above about 47%;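 further: 0% = vehicle wells and 100% = reference agonist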
procasp7 counter = procaspase-7 activators, primary screen, counter-screen for procaspase-3 activator project, biochemical, absorbance, HTS, human | AID 463210, 2010 | hit rate 0.093% among 330,000 | recombinant procaspase-7, Ac-DEVD-pNA absorbance 405 nm; D23A/D198A/D206A triple mutant, cannot self-cleave; scale: DMSO 0, 5 µM enzyme 100 | activation, % at 8.5 µM | Caspase-7 (Homo sapiens), P55210;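 active means percent activation above the screen-wide mean plus 3 SD, cut at about 25% in these data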
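Replicates: singlicate. Assay system: Procaspase-7 triple mutant (PC-7 D3A). Signal: 405 nm absorbance of p-nitroaniline. Times: 1 h preincubation, 2 h reaction. Buffer or medium: Zinc-free HEPES pH 7.4 with 300 mM NaCl, 0.01% Triton X-100. Also added: DEVD-pNA substrate. Benchmarks: DMSO wells as 0%, DMSO with 5 µM added PC-7 as 100%.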
proCasp3 act = activators of human procaspase-3 D3A mutant, primary screen, biochemical, absorbance, PC-3 D3A mutant, single concentration; Caspase-3 (Homo sapiens), P42574; recombinant procaspase-3 D3A, Ac-DEVD-pNA absorbance 405 nm; activation, % at 8.5 µM; hit rate 0.11% among 330,000; AID 463141, 2010;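 active means activation above the mean of all tested compounds plus 3 SD, cut at about 21% in these data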;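 further: 0% = DMSO alone and 100% = DMSO wells spiked with extra 5 µM PC-3 D3A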
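material = Procaspase-3 D3A mutant | probe or stimulus = Ac-DEVD-pNA | compound = single dose, 8.5 µM nominal compound, 0.8% DMSO | timing = 1 h preincubation, 2 h reaction | measured by = 405 nm absorbance of p-nitroaniline, reads at 0 and 120 min | benchmarks = DMSO-only low control, 5 µM PC-3 D3A high control | repeats = singlicate, each compound tested once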
PP5 primary = PP5 phosphatase inhibitors, primary screen, biochemical, fluorescence; Serine/threonine-protein phosphatase 5 (Homo sapiens), P53041; purified PP5c, OMFP substrate fluorescence; inhibition, % at 6.7 µM; hit rate 0.18% among 320,000;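 active means inhibition above the campaign's mean inhibition across all tested compounds plus 3 SD, cut at about 9.5% in these data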;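 further: 0% = DMSO only and 100% = 100 µM cantharidin control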
Target sequence (P53041 whole entry, looked up): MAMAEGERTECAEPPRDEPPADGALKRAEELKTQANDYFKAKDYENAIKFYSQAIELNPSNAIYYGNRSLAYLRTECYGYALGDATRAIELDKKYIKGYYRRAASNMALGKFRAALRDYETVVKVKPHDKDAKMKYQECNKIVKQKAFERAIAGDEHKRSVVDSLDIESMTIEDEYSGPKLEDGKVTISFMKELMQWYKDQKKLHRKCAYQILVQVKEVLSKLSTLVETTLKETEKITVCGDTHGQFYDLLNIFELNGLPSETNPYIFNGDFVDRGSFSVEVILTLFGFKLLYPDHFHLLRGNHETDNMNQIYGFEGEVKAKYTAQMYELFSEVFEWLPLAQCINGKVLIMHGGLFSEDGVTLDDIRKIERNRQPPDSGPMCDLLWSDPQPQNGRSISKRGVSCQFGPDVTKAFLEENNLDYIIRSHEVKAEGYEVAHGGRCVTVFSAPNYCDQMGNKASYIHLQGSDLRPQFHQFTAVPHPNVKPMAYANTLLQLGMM
PAFAH2 FP inh = PAFAH2 enzyme inhibitors, primary screen, biochemical, fluorescence polarization, human; inhibition, % at 3.39 µM; recombinant PAFAH2, FP-rhodamine activity probe; hit rate 0.99% among 340,000; Platelet-activating factor acetylhydrolase 2, cytoplasmic (Homo sapiens), Q99487;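 active means inhibition above the mean over all tested compounds plus 3 SD, cut at about 30% in these data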;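 further: inhibitors block probe labeling of enzyme so polarization drops; 0% = enzyme with DMSO and 100% = wells lacking PAFAH2 protein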
Fh CTSL1 inh = Fasciola hepatica cathepsin L1 inhibitors, primary screen, counter-screen for PFM18AAP inhibitor project, biochemical, QFRET, fluorogenic peptide substrate. recombinant F. hepatica cathepsin L1, Z-Leu-Arg-MCA fluorescence. inhibition, % at 5.96 µM. hit rate 0.49% among 300,000. AID 1906, 2009;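 active means inhibition above the mean of all tested compounds plus 3 SD, set per screening campaign, cut at about 17% in these data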;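 further: 0% = plate median of test compound wells and 100% = 1 µM Z-Phe-Ala-diazomethylketone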
PP1 counter = PP1-alpha phosphatase inhibitors, primary screen, counter-screen for PP5 inhibitor project, biochemical, fluorescence, OMFP substrate, single point; Serine/threonine-protein phosphatase PP1-alpha catalytic subunit (Homo sapiens), P62136; purified PP1alpha; inhibition, % at 6.7 µM; hit rate 0.9% among 320,000; AID 2235, 2010;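 active means inhibition above the mean inhibition of all tested compounds plus 3 SD, computed separately for each screening campaign, cut at about 15% in these data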
Target sequence (P62136 whole entry, looked up): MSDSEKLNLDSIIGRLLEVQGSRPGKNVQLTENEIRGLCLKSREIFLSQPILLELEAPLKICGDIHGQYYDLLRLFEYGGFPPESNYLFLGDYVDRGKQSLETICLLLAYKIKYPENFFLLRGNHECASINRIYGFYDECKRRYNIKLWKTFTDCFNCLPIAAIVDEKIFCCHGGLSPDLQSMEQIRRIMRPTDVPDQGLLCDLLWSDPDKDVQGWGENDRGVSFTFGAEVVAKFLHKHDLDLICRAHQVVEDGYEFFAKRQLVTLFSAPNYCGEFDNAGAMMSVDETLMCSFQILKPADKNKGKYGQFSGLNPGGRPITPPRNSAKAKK
An asterisk follows results filed as active; / = not tested or not shown.

SMILES | TPT1 inh | core dimer inh | AHR act | procasp7 counter | proCasp3 act | PP5 primary | PAFAH2 FP inh | Fh CTSL1 inh | PP1 counter
CC(=O)c1cccc(S(=O)(=O)Nc2cccnc2)c1 | -2 | 3 | 2 | -3 | -1 | 2.4 | 15 | -2 | 0
CC(=O)Nc1nnc(-c2c(-c3ccccc3Cl)noc2C)o1 | 2 | -6 | 0 | -3 | 8 | 0.8 | 8 | 4 | -2
COCCN(C(=O)COC(=O)C1CC1)c1c(N)n(Cc2ccccc2)c(=O)[nH]c1=O | -1 | -2 | 1 | 9 | 6 | 0.2 | 3 | 3 | -6
COc1ccccc1-c1nnc(SC(C)C(=O)Nc2ccc(C(N)=O)cc2)o1 (stereo not drawn) | -3 | -1 | 31 | 9 | 1 | 0.2 | 2 | 0 | -1
O=C(CN1C(=O)NC(Cc2c[nH]c3ccccc23)C1=O)NC1CCCCC1 (stereo not drawn) | / | / | -1 | 6 | 12 | 0.0 | 4 | / | 0
COc1ccc(N2C(=O)NC(NC(=O)C(C)(C)C)(C(F)(F)F)C2=O)cc1 (stereo not drawn) | -2 | -3 | 0 | 10 | 2 | 2.7 | -4 | -10 | -2
CC/C(=N/Nc1ccccc1)c1cnnc(SC)n1 | 0 | -23 | 7 | 2 | -6 | 3.6 | 0 | -1 | -2
O=C(Nc1cccnc1)c1cccnc1Cl | 2 | -7 | 1 | -2 | -6 | -1.9 | 1 | 0 | 0
CCOCCOC(NC(=O)c1ccccc1)(C(F)(F)F)C(F)(F)F | -3 | -9 | 3 | 0 | 7 | 0.4 | -2 | -2 | -3
Cc1ccc(S(=O)(=O)CCC(=O)Nc2ccccc2Br)cc1 | -2 | -4 | 0 | 5 | 9 | 0.3 | 7 | -2 | 1
N#C/C(=C\c1cn(CCOc2ccccc2F)c2ccccc12)C(=O)NCc1cccs1 | 10 | 15 | 5 | -12 | -17 | 4.9 | -4 | 5 | 8
COc1cccc(CNc2nccs2)c1O | -1 | -13 | 0 | -6 | 6 | -0.2 | 0 | 1 | 1
CCCOC(=O)C1[C@H]2C(=O)N(CCCOC)C[C@]23C=C[C@H]1O3 (stereo partly drawn) | -3 | -2 | -1 | 1 | 5 | -1.3 | 4 | 0 | 0
CC(=O)c1ccc(N2CCN(C(=O)CN3C(=O)NC4(CCCCC4)C3=O)CC2)c(F)c1 | / | / | -2 | 5 | 17 | -2.0 | 0 | / | 0
Oc1ccc(N2CCN(CC(O)c3ccccc3)CC2)cc1 (stereo not drawn) | 1 | 1 | 1 | -31 | -10 | 0.9 | -1 | -4 | -1
CCn1cc(C(=O)NC2CCCCC2C)c(=O)c2ccc(C)nc21 (stereo not drawn) | 3 | 1 | 17 | 2 | -1 | 0.2 | 4 | 3 | -6
O=C1CC(Cc2ccccc2)C(=O)N1Cc1ccco1 (stereo not drawn) | 6 | 32 | 2 | 4 | 0 | -0.8 | 8 | 1 | 1
O=C(COC(=O)c1cccc(Cl)c1)NCc1ccccc1 | / | / | 0 | 5 | 2 | / | 20 | / | /
O=C(CSCc1ccc(F)cc1)Nc1nc2c(s1)CCCC2 | -3 | 3 | 3 | 2 | 0 | 1.8 | 5 | -1 | 2
O=C(Cn1c(-c2ccccc2)noc1=O)Nc1ccc(N2CCCCCC2)cc1 | -2 | -5 | 6 | -8 | -8 | 3.9 | 4 | 4 | 1
Cc1ccccc1Nc1ccc(S(=O)(=O)N2CCOCC2)cc1[N+](=O)[O-] | 1 | 11 | -1 | 2 | 3 | 0.7 | -5 | 5 | 0
COc1ccc2c(c1)-c1ccccc1S(=O)(=O)N2C | 0 | 1 | 4 | 6 | 8 | 1.6 | -6 | -7 | -4
O=C(Nc1ccccc1Br)C1CC(=O)N(c2ccc3c4c(cccc24)CC3)C1 (stereo not drawn) | 2 | 10 | -1 | 8 | -1 | 1.5 | -4 | 1 | 1
O=C(O)c1cccc(COc2ccc3c(c2)CCC3)c1 | -1 | 4 | -11 | 6 | 0 | -0.8 | -3 | -1 | 2
C/C(=N\NC(=O)CSCc1ccc(Cl)cc1)c1ccc(NC(=O)c2ccccc2)cc1 | 8 | -2 | 4 | 9 | 2 | -7.7 | -2 | 6 | 4
Next part:
SMILES | TPT1 inh | core dimer inh | AHR act | procasp7 counter | proCasp3 act | PP5 primary | PAFAH2 FP inh | Fh CTSL1 inh | PP1 counter
Cc1cc(OCCOCCN(C)CCO)cc(C)c1Cl | -6 | 0 | 0 | 5 | -3 | -2.1 | -2 | -3 | -4
CCOC(=O)/C(C#N)=C(\O)c1ccc(NC(=O)c2ccc([N+](=O)[O-])cc2)cc1 | -1 | -3 | 0 | -1 | -10 | -0.4 | / | -2 | -5
COC(=O)COc1cc(OCC(=O)OC)c2c(-c3ccccc3)cc(=O)oc2c1 | 2 | 0 | -1 | 5 | -4 | 0.5 | 4 | 2 | -1
COc1ccccc1NC(=O)NC1(C(=O)N2CCCCCC2)CCCCC1 | 1 | 0 | 2 | 5 | 4 | -0.5 | 10 | -3 | -3
CCS(=O)(=O)N1CCC(C(=O)Nc2ccc3c(c2)CCC3)CC1 | 0 | 6 | 7 | 6 | 6 | 2.6 | -4 | 1 | 2
O=C(NCC1CCCO1)c1nn2c(c1Cl)NC(c1ccc(F)cc1)CC2C(F)(F)F (stereo not drawn) | 4 | -2 | -1 | 6 | 0 | 5.8 | -5 | 4 | 0
COc1ccc(/C=C/C(=O)O)cc1S(=O)(=O)NCc1cccnc1 | 2 | 4 | 0 | -3 | -4 | -3.7 | 4 | 5 | 0
CCOC(=O)c1ccc(NC(=O)Nc2cc(C)cc(C)n2)cc1 | -4 | -5 | -1 | 12 | 1 | 3.6 | / | -3 | -2
O=C(c1cc(-c2cccc(Cl)c2)on1)N1CCN(c2ccc(F)cc2)CC1 | 1 | 3 | -3 | 1 | -4 | 1.7 | 3 | 0 | 1
CSc1ccc(S(=O)(=O)NCC(=O)OCC(=O)N2CC(C)CC(C)C2)cc1[N+](=O)[O-] (stereo not drawn) | 0 | 2 | 2 | 1 | -17 | -2.3 | 5 | -15 | -1
CC(=O)Nc1ccc(S(=O)(=O)Nc2nc3ccccc3nc2Nc2ccc(O)c(C(=O)O)c2)cc1 | 43* | -15 | 2 | -5 | -1 | 1.0 | 22 | 4 | -5
O=C1NCCOC(=O)[C@H](Cc2ccc(F)cc2)C/C=C\C[C@H]1CC(=O)N(CCO)Cc1ccccc1 | / | / | -1 | 3 | 2 | / | 0 | / | /
CCOc1ccc(C(=O)NCCc2cnc[nH]2)cc1OCC | 5 | -1 | 6 | -7 | 2 | -0.3 | -1 | 1 | -1
Cc1nnc(-c2ccco2)c2cn(-c3cccc(Br)c3)nc12 | 11 | 28 | 10 | -2 | 3 | 1.5 | 11 | 4 | 1
CCOc1cc(C(=O)NC(C)Cc2cccs2)cc(OCC)c1OCC (stereo not drawn) | -2 | -3 | 3 | 14 | 4 | 4.1 | 7 | -1 | 2
CC(Sc1nnnn1-c1ccc(O)cc1)C(=O)NC1CCCCC1C (stereo not drawn) | 2 | 5 | -1 | 2 | -11 | 4.8 | 0 | -2 | -3
COC(=O)c1cc2oc(C)cc2n1CC(=O)N(C)c1ccccc1 | -1 | 5 | 0 | 4 | 6 | 3.0 | 1 | -1 | -3
O=C(COC(=O)Cc1c(F)cccc1Cl)NC(=O)Nc1ccccc1F | / | / | 3 | 4 | 5 | / | -3 | / | /
COc1ccc2[nH]cc(CCNC(=O)Nc3ccccc3C)c2c1 | -1 | 1 | 7 | -3 | 4 | 2.7 | 5 | -5 | -2
CC(C)NC(=O)c1ccc2c(=O)n(C3CCCC3)c(=S)[nH]c2c1 | 0 | 1 | 41 | -1 | 4 | 1.6 | 4 | 4 | -2
COc1cccc(NC(=O)COc2ccc(C)cc2)c1 | -2 | -2 | 8 | 0 | -1 | 1.9 | 2 | 1 | -3
CCCOc1ccc(-c2nnn(CC(=O)OCC)n2)cc1 | -3 | -9 | -2 | 5 | -5 | 2.2 | 0 | 0 | 1
Cc1ccc2c(c1)NC(=O)C(CC(=O)NCCCN1CCCC1=O)O2 (stereo not drawn) | -1 | 0 | 1 | -1 | -4 | 0.4 | 3 | -2 | -3
CC(=O)c1ccc(OCC(=O)N(CCC2=CCCCC2)c2c(N)n(Cc3ccccc3)c(=O)[nH]c2=O)cc1 | -1 | 4 | 1 | -1 | -4 | 0.9 | 1 | 8 | 0
COc1cc(OC)c(C(=O)OCC(=O)Nc2cc(C)on2)cc1OC | 2 | 0 | 4 | -1 | 6 | -0.7 | 5 | 3 | -6
Cc1ccc(C(=O)N(CC(C)C)c2nc3ccccc3s2)o1 | 1 | 5 | 72* | 10 | 0 | -1.7 | -4 | 2 | -4
CC(NC(=O)/C(C#N)=C/c1ccc(Cl)c([N+](=O)[O-])c1)c1ccccc1 (stereo not drawn) | 2 | 12 | 1 | 2 | 9 | 4.5 | / | 0 | -4
Cc1cc(C)nc(-n2nc(C)c(C3(O)C(=O)Nc4ccc(F)cc43)c2N)n1 (stereo not drawn) | 2 | -10 | 15 | 4 | 3 | -0.4 | -3 | -2 | 1
COc1ccc(N)cc1-n1c(C)ccc1C | 0 | -3 | 8 | -28 | -11 | 1.7 | -1 | 4 | 5

Quoted at random: 5 records from the list.
SMILES | TPT1 inh | core dimer inh | AHR act | procasp7 counter | proCasp3 act | PP5 primary | PAFAH2 FP inh | Fh CTSL1 inh | PP1 counter
CCOC(=O)c1ccc(NC(=O)Nc2cc(C)cc(C)n2)cc1 | -4 | -5 | -1 | 12 | 1 | 3.6 | / | -3 | -2
O=C(COC(=O)Cc1c(F)cccc1Cl)NC(=O)Nc1ccccc1F | / | / | 3 | 4 | 5 | / | -3 | / | /
COC(=O)COc1cc(OCC(=O)OC)c2c(-c3ccccc3)cc(=O)oc2c1 | 2 | 0 | -1 | 5 | -4 | 0.5 | 4 | 2 | -1
CCOc1ccc(C(=O)NCCc2cnc[nH]2)cc1OCC | 5 | -1 | 6 | -7 | 2 | -0.3 | -1 | 1 | -1
COc1cc(OC)c(C(=O)OCC(=O)Nc2cc(C)on2)cc1OC | 2 | 0 | 4 | -1 | 6 | -0.7 | 5 | 3 | -6
